# Screens as filed in PubChem.
# EPAC1 ag: agonists of human EPAC1 | 360,000 compounds, 0.073% hits | O95398 | Potency, µM (series often up to 154 µM), for inactives: top-dose activation, actives largely listed as activators | EPAC1 agonist qHTS, biochemical assay; response scale: 100% = response to 6.5 mM cAMP | AID 720707; further: potency means the concentration at half of the fitted maximal effect; nearly all actives have a fitted effect of over 60% in size
#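 Multi-concentration qHTS readout: loss of Rap1B-bound BODIPY-GDP fluorescence driven by 100 nM EPAC1 with excess GDP (50 uM), monitored kinetically at room temperature; agonist response expressed relative to 6.5 mM cAMP.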
# PI5P4Ka inh: inhibitors of human PI5P4K alpha; P48426; PI5P4Kalpha enzyme, ADP-Glo luminescence, 60 min; stronger effect = lower value; max response, %; 330,000 compounds, 1.2% hits; AID 652105; active means max response of -50% or lower; inconclusive means between -30% and -50%; inactive means -30% or higher; further: value at the top dose of about 77 µM; on the % scale 0 is the no-effect control and ±100 the full control effect
# Target sequence (P48426 whole entry, looked up): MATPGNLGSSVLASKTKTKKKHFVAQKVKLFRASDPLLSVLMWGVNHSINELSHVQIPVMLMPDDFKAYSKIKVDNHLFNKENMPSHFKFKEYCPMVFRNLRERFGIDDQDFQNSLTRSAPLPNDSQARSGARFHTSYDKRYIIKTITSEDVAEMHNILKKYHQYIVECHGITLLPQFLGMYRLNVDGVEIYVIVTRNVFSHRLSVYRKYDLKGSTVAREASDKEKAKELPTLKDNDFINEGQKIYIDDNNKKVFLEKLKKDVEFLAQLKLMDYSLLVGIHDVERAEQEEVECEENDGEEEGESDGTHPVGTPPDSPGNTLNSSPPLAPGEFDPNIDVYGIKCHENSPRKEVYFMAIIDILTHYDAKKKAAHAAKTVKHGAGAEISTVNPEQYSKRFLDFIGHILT
#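 PI5P4Kalpha ADP-Glo assay; 5 microM ATP final; 60 min RT reaction; HEPES pH 7.4/EGTA/CHAPS, 5% DMSO; controls lacking substrate or enzyme; luminescent end-point.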
# PLK1 PBD inh: blocks phosphopeptide binding to human PLK1 polo-box domain; P53350; Plk1 PBD binding of FITC phosphopeptide, fluorescence polarization; Potency, µM, inactives show max response, negative = inhibition, most hits filed as inhibitors; 360,000 compounds, 2.8% hits; further: potency means the concentration at half of the fitted maximal effect; series mostly up to about 57 µM; on the % scale 0 is the no-effect control and ±100 the full control effect; nearly all actives have a fitted effect of over 65% in size
# Target sequence (P53350 whole entry, looked up, the tested form may be a part): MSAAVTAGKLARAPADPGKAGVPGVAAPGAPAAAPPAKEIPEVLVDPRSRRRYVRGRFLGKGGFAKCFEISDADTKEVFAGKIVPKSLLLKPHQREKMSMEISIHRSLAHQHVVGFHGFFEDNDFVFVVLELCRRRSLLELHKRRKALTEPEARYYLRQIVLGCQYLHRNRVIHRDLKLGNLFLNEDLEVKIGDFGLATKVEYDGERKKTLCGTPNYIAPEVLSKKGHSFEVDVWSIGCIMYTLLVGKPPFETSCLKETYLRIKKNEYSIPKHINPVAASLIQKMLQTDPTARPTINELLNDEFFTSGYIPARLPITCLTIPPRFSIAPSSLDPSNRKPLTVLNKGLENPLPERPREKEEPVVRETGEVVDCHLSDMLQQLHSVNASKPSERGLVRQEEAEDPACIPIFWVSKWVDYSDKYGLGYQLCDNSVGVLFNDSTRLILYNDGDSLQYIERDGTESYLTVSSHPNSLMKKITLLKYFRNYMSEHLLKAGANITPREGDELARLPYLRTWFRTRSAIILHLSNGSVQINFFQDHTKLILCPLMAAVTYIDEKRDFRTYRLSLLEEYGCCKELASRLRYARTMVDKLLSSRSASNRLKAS
# EPAC1 antagonist: antagonists of human EPAC1; EPAC1 GEF assay, Rap1b-BODIPY-GDP exchange fluorescence; O95398; Potency, µM (highest dose often 115 µM), without a hit: at the highest dose activity change, negative = inhibition, hits mostly inhibitors; 360,000 compounds, 0.14% hits; AID 720709;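 further: potency means the concentration at half of the fitted maximal effect; plate controls were vehicle for no effect and positive control for full effect; nearly all actives have a fitted effect of over 50% in size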
# HEK293 tox: cytotoxic in the GLP-1 receptor inverse agonist counter-screen; HEK293 cAMP-luciferase reporter cells, luminescence, 24 h; Potency, µM (series often up to 38.3 µM), for inactives: top-dose activity change, negative = inhibition, actives largely listed as inhibitors; 410,000 compounds, 0.13% hits; AID 624418;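 further: loss of luciferase light is scored as toxicity; potency means the concentration at half of the fitted maximal effect; on the % scale 0 is the no-effect control and ±100 the full control effect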
#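 A 23 nL compound transfer followed 12 hours of cell culture at 37 deg C; exposure then lasted 24 hr. Luciferase assay detection reagent was dispensed and plates read for luminescence after a 12 min room-temperature wait.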
# IL-2 act: activates IL-2 in a cell-based reporter assay. IL-2 activation reporter assay, cell-based qHTS; stimulated with anti-CD3/CD4/CD28 beads; in transgenic mouse T cells. AID 652025. activation, % (series mostly up to about 46 µM). 360,000 compounds, 0.065% hits; in the data active means activation above about 50%; inconclusive means mostly about 30% to 49%; further: 0% is about no effect
#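 Quantitative HTS in unstimulated transgenic mouse T cells, with memory T cells as non-tolerant control and PMA/ionomycin as tolerance-bypass control. Compound pretreatment lasted 60 minutes before 18 h bead stimulation; EGFP/DsRed fluorescence read.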
# PTHR1 ag: activates the human parathyroid hormone receptor PTHR1; Q03431; HEK293 GP2 PTHR1 cells, GloSensor cAMP luminescence, 1 h; Potency, µM (doses to about 115 µM), for the others: at the top dose activation, actives largely listed as activators; 410,000 compounds, 0.075% hits; AID 743266; further: potency means the concentration at half of the fitted maximal effect; nearly all actives have a fitted effect of over 55% in size; some results filed as inactive show a strong effect at the top dose; inactives centre near -15; many of its hits are not listed in these tables
#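 HEK-293-derived GP2 cells expressing PTHR1 and a GloSensor cAMP reporter, 3,000/well, plated overnight, given luciferin plus IBMX (each 0.5 mM as added) for 1 h at 37 °C, then compound for 1 h at 37 °C. Luminescence was read after 15 min at room temperature.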
# GLP1R ag: activates the human GLP-1 receptor. Potency, µM (titrated, usually from 45.6 µM), for inactives: at the top dose activation, hits mostly activators. HEK293 GLP-1R CRE-luciferase, luminescence, 4-6 h; cells express a hypersensitive GLP-1R form. AID 624172. 380,000 compounds, 0.007% hits. P43220; further: potency means the concentration at half of the fitted maximal effect; % of control where 0% means no effect
# GLP-1R inv ag: inverse agonists of human GLP-1 receptor. HEK293 GLP-1R CRE-luciferase, luminescence, 24 h; GLP-1R form is constitutively active. P43220. Potency, µM (series often up to 38.3 µM), without a hit: top-dose activity change, negative = inhibition, hits mostly inhibitors. AID 624417. 410,000 compounds, 1.6% hits; further: potency means the concentration at half of the fitted maximal effect; on the % scale 0 is the no-effect control and ±100 the full control effect; nearly all actives have a fitted effect of over 55% in size
#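 Stable HEK293 clone (constitutively active GLP-1R + cAMP-response luciferase); 200 cells/uL plated, 12 h pre-culture, compound 24 hr, 37 deg C/5% CO2; detection reagent 12 min RT; luminescence.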
# The depositor's hits bear a star; i = inactive; ? = inconclusive; . = not tested or not shown; [ ] = another dose, or the depositor's remark. Unless noted, the call rests on the fitted dose curve; in most records, active means well fitted curve in the direction sought with a large enough effect; inconclusive means small, poorly fitted or top-dose-only effect, or another doubt; inactive means no such curve, though single readings can be large; an effect the other way counts as inactive or inconclusive. Some of the compounds tested; rates above refer to the full screens.
SMILES,EPAC1 ag,PI5P4Ka inh,PLK1 PBD inh,EPAC1 antagonist,HEK293 tox,IL-2 act,PTHR1 ag,GLP1R ag,GLP-1R inv ag
COc1ccc(C(=O)OCC(=O)NCCCc2ccccc2)cc1[N+](=O)[O-],8.6%,2.0,-9.1%,-1.4%,20.1%,2.7,-8.3%,-2.5%,4.8%
Cc1cccc(/C=N/NC(=O)c2cccc(NC(=O)c3ccccc3)c2)n1,2.5%,0.3,2.9%,?,2.9%,-0.1,i,11.1%,-5.9%
C=C[C@H](CC(C)C)N(Cc1ccccc1)S(=O)(=O)N(Cc1ccc(OC)cc1)[C@H](C=C)CC(C)C,-8.2%,3.2,1.4%,-24.2%,-2.3%,-0.1,-21.9%,1.2%,7.3%
COc1c(C)cc(C(=O)C2CCCN(Cc3cnc(N4CCOCC4)s3)C2)cc1C (stereo not drawn),-14.1%,-6.0,-3.8%,8.4%,-8.8%,0.0,-46.5%[inhibitor],-0.4%,?
Cc1cc(C)c(CN2CCC(CO)(CCOc3ccccc3)CC2)cc1C,-3.2%,10.6,-6.1%,-6.8%,?,-2.6,i,13.7%,?
O=C(Oc1ccc(-c2nnco2)cc1)N1CCCCC1,4.4%,-3.4,-4.9%,11.7%,-14.7%,-1.0,i,4.7%,7.7%
Cn1nc(-c2ccc(Cl)cc2)c2cc(C(=O)NCCCN3CCCC3)sc21,6.9%,6.4,-1.9%,-7.0%,?,-1.8,-8.9%,0.5%,?
O=C(NCc1cccc(Cl)c1)c1cc(COc2ccc3ncccc3c2)on1,-1.2%,-2.6,-6.2%,-18.7%,-4.9%,-2.3,-39.4%[inhibitor],11.5%,10µM*
Cc1noc(C)c1CSc1nc2ccccc2n1CCc1ccccc1,26.0%,.,?,-3.9%,-1.8%,-0.9,?,16.8%,-2.1%
O=C(/C=C/c1cccs1)N1CCC2(CC1)Oc1ccc(F)cc1C(=O)C21CC(c2ccccc2)=NO1 (stereo not drawn),6.2%,0.5,-2.2%,-16.5%,1.3%,-0.4,-9.4%,-0.3%,-7.7%
CCn1c(COc2ccccc2C)nnc1SCC(=O)OC,4.1%,.,0.5%,5.1%,3.6%,-0.8,i,-2.2%,-3.7%
O=C(Cc1csc(Nc2nc(=S)[nH]c3ccccc23)n1)N1CCN(c2cccc(C(F)(F)F)c2)CC1,3.6%,-9.5,-13.0%,-3.4%,15.2%,0.1,0.5%,3.7%,0.9%
OCCCNc1ncnc2scc(-c3ccc(Cl)cc3)c12,-1.0%,4.9,-3.5%,1.1%,-10.9%,7.2,-45.7%[inhibitor],-0.6%,?
O=[N+]([O-])c1cccc(-c2ccc(SCc3cccnc3)nn2)c1,11.3%,-6.0,-3.3%,-25.8%,4.7%[7.66 µM],-1.1,-71.0%[inhibitor],5.4%,20.5%[7.66 µM]
c1cncc(-c2nc3ccccc3[nH]2)c1,14.8%,-7.0,-12.8%,-13.3%,-0.4%,0.3,i,16.1%,10.7%
CCN(C)C1CN(Cc2cn(Cc3ccc(OC)cc3)nn2)S(=O)(=O)C1 (stereo not drawn),7.7%,8.7,-3.9%,1.8%,1.9%,-0.2,-1.6%,6.4%,29.1%
COc1ccc(-n2nc(C(=O)NCC(=O)NC(C)C)c3ccccc3c2=O)cc1Cl,7.6%,2.3,-10.9%,-26.6%,-5.4%,0.5,-12.9%,-5.0%,12.6%
O=C(/C=C/c1ccc(Cl)cc1)NCc1ccncc1,-5.6%,0.1,-2.4%,-12.0%,-4.5%,-1.7,i,0.4%,-13.1%
CCc1nc2ccccc2c(NC(=O)CN2CCC(C)CC2)c1C,4.5%,1.8,-5.1%,-18.8%,2.7%,-1.2,-13.3%,0.0%,?
CCOc1ccc(Cl)cc1S(=O)(=O)N1CCC(C(=O)NCc2ccncc2)CC1,11.4%,-1.0,-4.0%,20.8%,1.7%,-0.3,-17.9%,19.8%,29.8%
C[C@H](CO)N1C[C@H](C)[C@@H](CN(C)C(=O)NC2CCCCC2)Oc2ccc(NC(=O)NC3CCCCC3)cc2C1=O,-4.0%,-3.2,-7.6%,-5.3%,0.7%,0.9,-23.5%,3.7%,0.0%
CCCc1nn2c(=O)cc(CSCC(=O)Nc3ccccc3)nc2s1,-4.8%,-0.7,5.1%,-9.0%,-6.1%,-0.9,i,-5.5%,16.9%
NC(=O)C1CCN(C(=O)Cc2ccc(-c3ccccc3)cc2)CC1,1.4%,-8.5,-9.6%,5.7%,0.9%,3.8,i,6.9%,2.4%
COc1cc(C(=O)N/N=C/C2CC=CCC2)cc(OC)c1OC (stereo not drawn),-5.6%,1.2,1.9%,11.8%,?,0.1,?,-3.0%,?
CCN(CC)S(=O)(=O)c1cccc(-c2nc3n(n2)Cc2ccccc2-3)c1,-4.5%,.,-5.7%,10.0%,-4.7%,-4.0,i,14.3%,0.0%
COc1ccc(COC(=O)c2nc3nc(C)cc(C)n3n2)cc1F,6.1%,-6.0,-0.5%,11.5%,-8.4%,-2.5,i,15.3%,28.1%
CN(C)N1C(N)=C(C#N)C(c2cccc3ccccc23)C2=C1CC(c1ccccc1)CC2=O (stereo not drawn),3.0%,-8.2,-1.7%,-22.1%,?,-0.6,-28.1%,0.9%,?
COc1ccc(-c2cc([C@H]3[C@H]4C=CC[C@@H](C)[C@@H]4C(=O)N3Cc3ccccc3)ccc2F)cc1OC,-0.8%,-1.3,-7.2%,-21.9%,4.1%,-0.8,-14.0%,19.4%,19.7%
COC(=O)c1sccc1NC(=O)c1ccccc1C(=O)O,3.5%,2.2,0.2%,-5.1%,3.9%,1.7,i,-1.2%,0.7%
CC[C@H](C)[C@@H](C(=O)NCCCCCCCCCCC(=O)N1CCNCC1)n1cc(CCCCN=C(N)N)nn1,-15.0%,10.0,0.7%,-8.6%,-5.9%,0.0,-21.1%,-1.0%,-21.1%
COCCNc1nc(NCc2cccs2)nc2ccsc12,0.4%,4.4,-1.7%,-6.0%,2.6%,0.0,i,-0.5%,-27.7%
CCc1cc(-c2nc(N)ncc2-c2ccc(Br)cc2)c(O)cc1OC,-1.6%,42.6,6.3%,7.1%,-6.2%,-0.6,i,20.9%,?
O=C(Cc1coc2ccc3ccccc3c12)NCc1cccs1,13.0%,2.4,-11.8%,-7.8%,8.8%,-2.1,-9.9%,-4.4%,?
COc1ccc(S(=O)(=O)N2CCCN(CC(=O)Nc3cc(NC(C)=O)ccc3OC)CC2)cc1,-0.6%,6.8,-13.6%,-1.4%,9.7%,-0.8,-35.9%[inhibitor][57.5 µM],12.2%,-22.0%
CCN(CC1CCCO1)C(=O)c1cc(COc2ccc(F)cc2F)on1 (stereo not drawn),1.0%,-0.2,1.5%,-0.1%,-1.9%,-1.0,-24.5%,5.0%,-13.7%
COc1ccc(C(=O)OC2C(OC)OCC(O)C2O)cc1 (stereo not drawn),7.6%,-3.1,-5.8%,-17.6%,-2.1%,-0.5,i,2.6%,-0.1%
CCCc1cc(=O)n2[nH]c(NCc3ccccc3F)nc2n1,-0.2%,0.0,-4.1%,4.1%,4.9%,-0.2,i,-3.7%,23.4%
Cc1ccc(C(=O)NC(=S)/C=C2\N(C)c3ccccc3C2(C)C)cc1,12.1%,0.3,?,-10.8%,?,-0.5,-91.7%,-0.3%,?
Cc1nc(N2CCN(C)CC2)[nH]c(=O)c1Cc1cccc2ccccc12,-2.7%,-1.3,-0.1%,14.5%,-1.6%,-0.7,i,-4.5%,2.5%
Cc1onc(-c2ccccc2)c1C(=O)N1CCCCCC1,9.5%,-0.3,-1.2%,-1.4%,1.4%,0.3,i,7.0%,2.8%
CN1CCN(CC(=O)Nc2cc(S(=O)(=O)N3CCOCC3)ccc2Cl)CC1,-4.7%,1.2,-0.8%,-2.1%,-3.8%,-0.8,8.3%,-1.3%,12.3%
Cc1ccc(C)c(S(=O)(=O)N(C)C2CCS(=O)(=O)C2)c1 (stereo not drawn),-0.2%,1.0,5.0%,6.7%,2.0%,1.8,-23.9%,3.1%,3.5%
CC1CN(CCN2CC(C)N(C=O)CC2C)C(C)CN1C=O (stereo not drawn),0.2%,5.5,-1.1%,2.3%,12.8%,-1.0,i,-1.5%,10.1%
CCOc1ccc(N(C)S(=O)(=O)c2ccc3[nH]cc(C(=O)NCC(OC)OC)c(=O)c3c2)cc1,8.0%,-2.7,-10.2%,-23.3%,3.7%,-0.5,-19.1%,-6.8%,-25.1%
COC(=O)c1c(NC(=O)c2cccnc2)sc(C(=O)N(C)C)c1C,-5.0%,-7.9,-15.5%,2.3%,-13.2%,-1.2,i,5.5%,13.6%
O=C(O)CCCC(=O)Nc1nc(-c2ccccc2)cs1,-9.2%,-4.7,3.7%,4.4%,-5.2%,0.8,i,-8.8%,26.3%
COc1cc(/C=N/NC(=O)c2cc(-c3ccccc3Cl)nc3ccccc23)cc(OC)c1O,1.5%,-12.2,-2.8%,-5.8%,1.0%,0.3,-15.1%,?,107.9%[activator]
COC(=O)[C@@H]1C[C@@]2(O)[C@@H](O)[C@@H](O)[C@@H](O)C[C@H]2N1CC(c1ccccc1)c1ccccc1,-9.2%,-2.6,-7.2%,-2.8%,7.9%,-0.3,-24.1%,2.7%,7.9%
C#CCOc1ccc(CNC[C@H]2O[C@@H](n3ccc(=O)[nH]c3=O)[C@H](O)[C@@H]2O)cc1,-8.5%,1.1,-4.8%,-11.2%,-12.8%,0.3,12.4%,-4.9%,10.9%
